Screening results: PubChem, several laboratories
m-calpain inh: calpain II (pig) inhibition | inhibition, % at 16 µM | AID 1236 | purified calpain II, fluorogenic peptide substrate, 30 min | 220,000 compounds, 0.37% hits;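 active = inhibition above about 50%, limit read from the data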
TRPML3 ag: human mucolipin-3 channel agonism; HEK293 TRPML3-YFP, Fluo-8 calcium fluorescence; 100% = the carbachol control signal; activation, % at 3 µM; 220,000 compounds, 0.29% hits;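 active = activation above its plate's cutoff, the mean activation of the plate's test wells plus 3 SD, cut at about 12% in these data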;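 note: 0% = DMSO only wells and 100% = carbachol wells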
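Material: TRPML3-YFP stable HEK293 cells | Dosing: One concentration, 3 µM nominal, 0.3% DMSO | Timing: 125 s total fluorescence read per well | Technique: Fluo-8 calcium dye fluorescence, ex 470-495, em 515-575 nm | Measure: Percent activation from peak-to-basal fluorescence ratio, scaled between DMSO and carbachol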
S1P4 antag: blocks the human S1P4 receptor; AID 1510; 220,000 compounds, 0.26% hits; inhibition, % at 4.98 µM; S1P4-expressing cells, antagonist mode, reporter read-out; O95977; in the data active = inhibition above about 29%;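 note: 0% = wells stimulated with agonist and 100% = vehicle wells without agonist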
Target sequence (O95977 whole entry, looked up): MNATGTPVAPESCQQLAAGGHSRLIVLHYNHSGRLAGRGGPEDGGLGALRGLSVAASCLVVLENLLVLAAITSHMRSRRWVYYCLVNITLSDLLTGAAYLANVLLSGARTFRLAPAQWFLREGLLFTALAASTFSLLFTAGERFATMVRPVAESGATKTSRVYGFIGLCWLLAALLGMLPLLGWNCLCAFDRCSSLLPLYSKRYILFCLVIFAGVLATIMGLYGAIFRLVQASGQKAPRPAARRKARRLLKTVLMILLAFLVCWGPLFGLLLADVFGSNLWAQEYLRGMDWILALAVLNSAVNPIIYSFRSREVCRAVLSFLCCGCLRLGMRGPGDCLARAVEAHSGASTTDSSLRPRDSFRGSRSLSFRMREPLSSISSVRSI
Ba/F3 V617F tox: reduce viability of Ba/F3 cells dependent on JAK2V617F | Ba/F3 EpoR-JAK2V617F viability, ATP luminescence | 220,000 compounds, 1.1% hits | inhibition, % at 5.6 µM;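 active = inhibition above the campaign mean plus 3 SD over all tested compounds, cut at about 24% in these data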;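 note: cytokine-independent growth of Ba/F3 cells driven by EpoR plus mutant JAK2; 0% = DMSO-treated cells and 100% = JAK inhibitor I control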
BaF3 parental: reduces parental Ba/F3 cell viability, JAK2V617F counter-screen | 220,000 compounds, 1.1% hits | CellTiter-Glo ATP luminescence | AID 1486 | inhibition, % at 5.6 µM;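 active = inhibition above a per-campaign cutoff, the mean inhibition of all tested compounds plus 3 SD, cut at about 27% in these data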;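 note: 0% = DMSO wells and 100% = JAK Inhibitor I control wells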
PERK inhibitor: human PERK inhibition, primary cell-based screen. Q9NZJ5. CHO PERK-DD fusion, SEAP luminescence translation reporter. inhibition, % at 5.6 µM. 220,000 compounds, 0.17% hits. AID 1416;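 active = inhibition above the mean inhibition of all tested compounds plus 3 SD, set separately per screening campaign, cut at about 2.9% in these data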;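 note: PERK kinase domain activated by AP20187 dimerizer at 100 nM; 0% = DMSO with dimerizer and 100% = rapamycin at 8.4 µM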
S1P4 ag: agonists of human S1P4 receptor. O95977. S1P4-expressing cell line, agonist reporter assay. activation, % at 4.98 µM. 220,000 compounds, 0.35% hits. AID 1509; in the data active = activation above about 11%;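 note: 0% = DMSO vehicle and 100% = reference agonist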
EP2 modulator: modulates human prostaglandin E2 receptor EP2 signaling; P43116; EP2-expressing cells, cAMP HTRF FRET, PGE2 co-stimulation; AID 940; induction, % at 25 µM; 260,000 compounds, 0.83% hits;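 active = compounds whose cAMP rise, as percent of the full-agonist control response, exceeds 60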;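 note: rat C6 glioma line stably carrying human EP2 under a CMV promoter; the protocol text gives 20 µM as final concentration; 100% = response of wells given 1 µM PGE2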
Target sequence (P43116 whole entry, looked up): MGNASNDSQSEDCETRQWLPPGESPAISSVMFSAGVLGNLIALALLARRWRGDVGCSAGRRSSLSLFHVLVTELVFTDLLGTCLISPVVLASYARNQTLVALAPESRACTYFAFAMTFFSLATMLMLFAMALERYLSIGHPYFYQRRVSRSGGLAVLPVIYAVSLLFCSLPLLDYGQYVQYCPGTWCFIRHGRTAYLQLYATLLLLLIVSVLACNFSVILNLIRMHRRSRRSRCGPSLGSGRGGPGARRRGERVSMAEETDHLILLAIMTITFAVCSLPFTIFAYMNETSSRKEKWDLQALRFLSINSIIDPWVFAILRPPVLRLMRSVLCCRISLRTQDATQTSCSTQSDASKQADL
TRPN1 ag: agonists of zebrafish TRPN1 channel; HEK293 zebrafish TRPN1-YFP, Fluo-8 calcium fluorescence; 100% = response to 87 µM carbachol; activation, % at 3 µM; 220,000 compounds, 0.18% hits; AID 1424;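 active = activation above its plate's cutoff, the mean activation of test wells on that plate plus 3 SD, cut at about 19% in these data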;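 note: 0% = DMSO alone and 100% = 87 µM carbachol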
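Material: zebrafish TRPN1-YFP in HEK293 cells. Doses: one dose of 3 µM, 0.3% DMSO. Incubation: dye 1 h 37 °C plus 30 min RT. Measured by: intracellular calcium fluorescence with Fluo-8.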
* hit, by the source's call; / = not tested or not shown.

SMILES | m-calpain inh | TRPML3 ag | S1P4 antag | Ba/F3 V617F tox | BaF3 parental | PERK inhibitor | S1P4 ag | EP2 modulator | TRPN1 ag
O=C(O)c1cc(-c2ccc(Cl)cc2)n(-c2ccc(Cl)cc2)n1 | -37.8 | 0.2 | -12.1 | -1.7 | 3.9 | 0.8 | -0.6 | 17.8 | 1.0
Cc1noc(NS(=O)(=O)c2ccc(NC(=O)CSc3nc4ccccc4s3)cc2)c1C | -51.7 | 0.7 | -8.6 | 1.5 | 4.5 | 0.7 | 1.0 | -5.5 | -0.8
Cc1c(OC(=O)c2ccc([N+](=O)[O-])cc2)c2c(c[n+]1C)COC(C)(C)OC2 | -8.1 | 0.9 | 9.2 | -2.9 | 3.3 | 1.0 | -1.0 | 2.5 | 0.5
Cc1cc(NCc2ccccn2)n2ncc(-c3ccc(Cl)cc3)c2n1 | -12.5 | 0.7 | 19.3 | -1.9 | 0.1 | -1.5 | 1.1 | -16.3 | 0.9
CCC(=O)Nc1ccc(NC(=O)CSc2nnc(C(C)C)n2C)cc1 | 11.4 | 0.5 | -0.3 | 5.8 | 10.0 | 1.6 | -0.1 | 12.1 | 1.5
CCOc1ccc(C(C)=O)cc1Cc1c(O)nc(N)[nH]c1=O | -13.0 | 0.3 | -11.0 | 2.7 | 0.3 | -0.2 | 0.7 | 13.9 | 0.6
O=C(Nc1nc(COc2ccccc2)cs1)C12CC3CC(CC(C3)C1)C2 | 58.3* | -0.4 | 15.4 | 0.3 | 7.5 | -0.3 | 0.9 | 30.0 | -1.4
CCOC(=O)C(NC(=O)c1ccc(OC)cc1)(OCC1(CC)COC1)C(F)(F)F (stereo not given) | -25.1 | 0.5 | -13.6 | -4.3 | 1.8 | -0.1 | -0.1 | 15.0 | 1.4
CCOC(=O)Cn1c2[n+](c3ccccc31)CC(O)CS2 (stereo not given) | -14.7 | 0.3 | -5.1 | 0.2 | 5.8 | 1.4 | -0.6 | 14.5 | 0.0
CC(C)c1cccc(C(C)C)c1NC(=O)COc1nncc2ccccc12 | 4.9 | 0.7 | -50.8 | 0.0 | 8.7 | -0.4 | 0.4 | 25.4 | -0.7
CCCCOc1ccc(-c2nnn(CC(=O)NCc3ccco3)n2)cc1 | 41.0 | 0.7 | -5.8 | 5.9 | -1.1 | 0.1 | -1.7 | -9.5 | 1.5
CCOc1ccc(S(=O)(=O)Nc2ccc(O)c(Sc3ncn[nH]3)c2)cc1 | -5.0 | 0.3 | 0.1 | -0.7 | -0.1 | 1.4 | -1.1 | 14.6 | 1.8
O=C(Nc1cc2ccccc2oc1=O)C1CCCCC1 | 18.1 | -0.2 | -3.3 | -0.3 | 7.2 | 0.1 | -0.6 | -20.5 | 0.6
Cc1cccc(NC(=O)c2cnc3scc(C)n3c2=O)c1 | -43.3 | 0.1 | -45.9 | -3.5 | -1.0 | 1.0 | -2.9 | -12.2 | -0.2
O=C1c2ccccc2C(=O)N1OCCOCCOCCBr | 2.2 | 0.6 | 6.9 | -2.6 | -1.2 | 0.7 | -3.2 | 12.8 | -0.8
Cc1ccc(Nc2ccccc2N)cc1 | 8.6 | -0.4 | 9.6 | 0.4 | 3.1 | 0.8 | -1.0 | 17.0 | -2.5
COc1ccccc1-c1nnc2sc(-c3cc4ccccc4o3)nn12 | 9.6 | 0.3 | -6.2 | 88.2* | 79.7* | -0.3 | 1.6 | 77.3* | 0.9
CCC1SC(N)=NC1=O (stereo not given) | -5.5 | 0.4 | 10.2 | -0.7 | 1.3 | 1.0 | -0.1 | 0.7 | 1.3
Cc1onc(-c2ccccc2Cl)c1C(=O)NCc1nc(-c2ccc(C(F)(F)F)cc2)no1 | -1.7 | 1.1 | -11.2 | -3.1 | -0.3 | 0.6 | -1.8 | 14.0 | 0.9
CCNc1oc(-c2cccc3ccccc23)nc1C#N | -438.7 | -1.1 | -3.0 | -2.6 | 0.0 | 0.1 | -1.0 | -11.7 | 0.0

Molecules from the list above that have an NH in an aromatic ring (two):
SMILES | m-calpain inh | TRPML3 ag | S1P4 antag | Ba/F3 V617F tox | BaF3 parental | PERK inhibitor | S1P4 ag | EP2 modulator | TRPN1 ag
CCOc1ccc(C(C)=O)cc1Cc1c(O)nc(N)[nH]c1=O | -13.0 | 0.3 | -11.0 | 2.7 | 0.3 | -0.2 | 0.7 | 13.9 | 0.6
CCOc1ccc(S(=O)(=O)Nc2ccc(O)c(Sc3ncn[nH]3)c2)cc1 | -5.0 | 0.3 | 0.1 | -0.7 | -0.1 | 1.4 | -1.1 | 14.6 | 1.8

(more compounds)
SMILES | m-calpain inh | TRPML3 ag | S1P4 antag | Ba/F3 V617F tox | BaF3 parental | PERK inhibitor | S1P4 ag | EP2 modulator | TRPN1 ag
CC(C)CC(=O)Nc1ncc([N+](=O)[O-])s1 | 24.7 | 0.8 | 3.5 | -3.4 | -1.8 | 0.1 | -0.8 | 8.2 | -0.7
O=C(c1ccc2c3c(cccc13)CC2)C1CCCN(Cc2cccnc2)C1 (stereo not given) | -267.4 | 0.9 | 1.8 | 1.9 | 5.0 | -1.6 | 2.3 | -51.7 | 1.4
CC(Cl)C(=O)c1ccc2c(c1)CCN2C(=O)C1CC1 (stereo not given) | 20.2 | 0.3 | -7.9 | 2.8 | 4.8 | 0.8 | 2.3 | -3.2 | 0.5
CCOC(=O)C1=C(C)N=C2SC(C(=O)OC)=CC(=O)N2C1c1cc(OC)c(OC)c(OC)c1 (stereo not given) | -42.6 | -0.2 | -3.3 | -4.3 | -3.8 | 0.3 | -4.3 | 6.5 | -0.9
CCOc1cccc(/C=N/Nc2nc(N3CCCC3)nc(N3CCCC3)n2)c1O | 7.2 | 0.0 | 2.8 | 4.8 | -3.0 | -2.5 | -2.4 | -25.1 | -0.7
CC(=O)c1cc(C#N)c(Oc2cccc(C(F)(F)F)c2)nc1C | -27.6 | -0.6 | -7.5 | -3.2 | 5.0 | 1.3 | -1.0 | 38.0 | -1.5
CCC(C(=O)N1CCN(c2ccccn2)CC1)n1nc(C)n2c(cc3occc32)c1=O (stereo not given) | -8.5 | 0.1 | -21.4 | -1.6 | 9.6 | -0.6 | 1.3 | 8.9 | 0.6
O=S(=O)(Cc1ccc(Cl)cc1)CC(O)COCc1ccccc1 (stereo not given) | -29.7 | -0.5 | 9.2 | -2.6 | 0.7 | 1.1 | 1.9 | -10.2 | -0.2
c1ccc(-c2cc3c(N4CCN(c5ccccc5)CC4)ncnc3s2)cc1 | -53.5 | 0.4 | -1.4 | 0.1 | 5.5 | 0.6 | 1.0 | -43.9 | 0.0
COc1ccc(NC(=O)c2ccc(Cl)c(NC(=O)c3ccncc3)c2)cc1 | 23.6 | 1.0 | 1.4 | 2.1 | 2.5 | -0.2 | 1.1 | -30.3 | 1.1
Cc1cccc(C)c1NC(=O)CSCc1cccc(CSCC(=O)Nc2c(C)cccc2C)n1 | -23.8 | 0.4 | 10.1 | -0.7 | 2.6 | 0.4 | -1.1 | 23.0 | -0.2
Cn1c(=O)c2c(nc(CN3CCC(C(N)=O)CC3)n2Cc2c(Cl)cccc2Cl)n(C)c1=O | -11.3 | 1.1 | -0.7 | 1.6 | 5.5 | 0.7 | 0.9 | 10.7 | 1.0
CCC(C)N=CC1=C(O)CC(c2ccccc2)CC1=O (stereo not given) | 0.6 | 0.5 | 5.5 | 5.1 | 7.8 | 0.1 | 2.5 | -29.2 | 0.1
CN(C)c1ccc(/C=N/NC(=S)NCc2ccccc2)cc1 | -174.7 | -1.6 | 2.4 | 1.3 | 2.2 | -1.1 | 1.2 | -52.3 | -1.5
COC(=O)C1=C(C(=O)c2ccc(C)cc2)C(c2ccccc2)n2nnnc2N1 (stereo not given) | -10.7 | -0.2 | -9.0 | -3.2 | 0.0 | 0.5 | 0.8 | 0.4 | -0.1
COc1cc2c(cc1OC)C(COc1ccc3c(C)cc(=O)oc3c1)N(C(=O)c1ccco1)CC2 (stereo not given) | -61.3 | 0.5 | 0.2 | -3.8 | 2.5 | -1.0 | -0.6 | 21.6 | 1.5
COc1ccc(OC)c(NC(=O)CC2SC(=NCc3ccccc3)NC2=O)c1 (stereo not given) | 27.8 | 0.4 | 9.6 | -3.3 | 0.8 | 0.2 | -1.0 | -42.5 | -1.9
Cc1cc(Br)ccc1SCC(=O)OCC(=O)NCc1ccc2c(c1)OCO2 | 4.2 | -0.4 | 6.4 | -0.9 | 3.3 | 0.4 | -0.2 | 13.3 | -2.2
CC(C)Nc1nnc(SCc2cc(=O)n3ccsc3n2)s1 | -35.3 | -0.6 | -7.4 | -1.3 | 6.0 | 1.2 | -1.0 | -0.3 | -1.2
CC(C)NC(=O)CC(c1ccccc1)c1cc(Br)ccc1O (stereo not given) | -1.2 | -1.2 | -13.8 | 2.4 | 6.2 | 0.2 | -0.6 | 3.3 | -2.0
O=C1N=C(c2ccccc2)S/C1=C\c1cccs1 | -89.3 | 0.8 | 5.5 | 4.3 | 7.7 | -0.1 | -1.2 | -28.6 | -1.1
Cc1onc(-c2ccccc2)c1C(=O)N1CC(C)OC(C)C1 (stereo not given) | 6.0 | 0.2 | -10.0 | 0.8 | 2.2 | 0.0 | 1.4 | 4.7 | 1.7
CCCCCCNC(=O)CC(c1ccccc1)c1cc(Br)ccc1O (stereo not given) | 23.2 | -1.2 | 3.1 | -0.6 | 2.1 | -0.4 | 2.7 | -14.6 | -1.5
CCOC(=O)c1c(C)[nH]c(C(=O)COC(=O)C2CC2C)c1C (stereo not given) | -7.4 | -0.1 | -16.2 | -3.5 | -0.7 | -0.1 | 2.7 | 31.1 | 0.1
C=CCNc1sc(C(=O)C(C)(C)C)c(N)c1C#N | 0.7 | 0.6 | 0.7 | -0.9 | 4.9 | 0.3 | -1.2 | 0.1 | 1.4
CCOC(=O)C1=C(CSc2nccn2C)NC(=O)NC1c1ccc2c(c1)OCO2 (stereo not given) | -15.8 | 1.2 | -9.2 | 2.1 | 7.0 | -0.2 | -0.1 | -19.2 | 0.0
CCCN1CCc2[nH]c(=S)[nH]c(=O)c2C1 | 2.6 | 1.0 | -9.7 | 0.3 | 5.3 | 0.8 | 0.3 | 7.1 | -0.2
Cc1noc(/C=C/N(C)C)c1S(=O)(=O)N1CCCC(C(=O)NCCC2=CCCCC2)C1 (stereo not given) | / | 1.8 | -0.6 | -2.6 | 4.8 | 0.4 | 0.7 | / | 3.0
COC(CNC(=O)Cc1c(C)nc2c(-c3ccccc3)c(C)nn2c1C)OC | 3.7 | -0.1 | -11.3 | 6.3 | 3.6 | -0.5 | -0.8 | -2.4 | -0.1
Cc1nnc(SCC(=O)c2cc(C)n(-c3c(C)n(C)n(-c4ccccc4)c3=O)c2C)s1 | -7.5 | 0.8 | 6.0 | -2.6 | 4.8 | 0.3 | -0.3 | 33.9 | 1.6
COc1ccc(OC)c(S(=O)(=O)N2CCCC(C)C2)c1 (stereo not given) | 17.4 | 0.1 | 0.0 | 2.8 | 3.9 | -0.2 | -0.2 | 5.9 | 1.6

Structural class, the entries above with a nitro group on carbon
SMILES | m-calpain inh | TRPML3 ag | S1P4 antag | Ba/F3 V617F tox | BaF3 parental | PERK inhibitor | S1P4 ag | EP2 modulator | TRPN1 ag
Cc1c(OC(=O)c2ccc([N+](=O)[O-])cc2)c2c(c[n+]1C)COC(C)(C)OC2 | -8.1 | 0.9 | 9.2 | -2.9 | 3.3 | 1.0 | -1.0 | 2.5 | 0.5
CC(C)CC(=O)Nc1ncc([N+](=O)[O-])s1 | 24.7 | 0.8 | 3.5 | -3.4 | -1.8 | 0.1 | -0.8 | 8.2 | -0.7
